S-ASM inh: blocks human secretory acid sphingomyelinase. Potency, µM (titrated, usually from 57.5 µM), for inactives: at the top dose activity change, negative = inhibition, usual class: inhibitors. placental ASM, HMU-PC fluorogenic substrate, 60 min. P17405. actives 0.006% (n = 340,000); note: potency is the fitted concentration of half-maximal effect
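HMU-PC0 cleavage (9 uM final) by human placental ASM, 60 min at 37 °C following 10 min compound exposure at RT; stopped at pH 10, fluorescence Ex 386/Em 447 nm.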
BCR signal inh: inhibitors of chronic active B-cell receptor signaling | ABC-DLBCL IkBa-CBG/CBR reporter, luminescence ratio, 4 h | Potency, µM (top dose mostly 46.1 µM), for inactives: top-dose ratio change, negative = lower green/red ratio, hits mostly inhibitors | actives 0.05% (n = 340,000); active = well fitted inhibition curve with a large enough effect in the signal ratio, with a control signal flat, not every such curve was filed as active; inconclusive = small, poorly fitted or top-dose-only effect, or effect the other way, or a change in a side signal; the % refers to the signal ratio;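 note: potency is the fitted concentration of half-maximal effect; plate controls were basal doxycycline-induced cells for no effect and cells given 10 µM MG132 for full effect; MG132 reads +100%, hits lower the ratio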
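Compounds up to 46 uM were incubated four hours with TMD8 cells whose green CBG68 luciferase is fused to IkappaBalpha; red CBR luminescence normalised the signal, and concentration-effect curves were fitted to fusion, red and ratio data.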
Tb PFK inh: blocks T. brucei phosphofructokinase. O15648. T. brucei PFK, ADP-Glo luminescence. Potency, µM (titrated, usually from 57.5 µM), for inactives: at the highest dose activity, negative = inhibition, actives largely listed as inhibitors. actives 0.17% (n = 330,000);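 note: potency is the fitted concentration of half-maximal effect; 0% = uninhibited 1x PFK enzyme wells and -100% = no-enzyme wells; nearly all actives have a fitted effect of over 60% in size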
Target sequence (O15648 whole entry, looked up): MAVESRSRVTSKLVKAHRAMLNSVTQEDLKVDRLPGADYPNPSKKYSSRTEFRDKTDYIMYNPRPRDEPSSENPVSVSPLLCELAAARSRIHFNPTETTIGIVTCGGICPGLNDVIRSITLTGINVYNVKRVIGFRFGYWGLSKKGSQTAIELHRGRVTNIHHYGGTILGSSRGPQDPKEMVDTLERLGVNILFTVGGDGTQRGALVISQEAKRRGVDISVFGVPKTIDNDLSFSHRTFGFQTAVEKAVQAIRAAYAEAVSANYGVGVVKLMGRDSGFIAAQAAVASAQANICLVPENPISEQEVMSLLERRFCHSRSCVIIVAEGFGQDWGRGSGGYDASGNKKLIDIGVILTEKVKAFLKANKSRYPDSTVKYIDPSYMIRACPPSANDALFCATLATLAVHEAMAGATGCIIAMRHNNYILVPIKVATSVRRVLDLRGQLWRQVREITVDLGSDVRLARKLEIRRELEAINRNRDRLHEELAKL
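PFK 1.25 nM, F6P 0.5 mM, ATP 0.1 mM, 0.1 M TEA pH 8.0, 5 mM MgCl2, 0.01% Tween20, 0.1% BSA; 45 min RT. ADP-Glo readout. qHTS titration up to 57 uM; curves fitted, compounds curve-classed.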
AT treatment: potential ataxia-telangiectasia treatment; Potency, µM (top dose mostly 57.5 µM), for the others: top-dose activation, usual class: activators; actives 0.19% (n = 320,000); […] A-T fibroblasts, KAP-1 phosphorylation AlphaLISA; neocarzinostatin DNA damage 30 min before lysis; note: potency is the fitted concentration of half-maximal effect; % of control where 0% means no effect; nearly all actives have a fitted effect of over 45% in size
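hTERT-immortalized A-T patient fibroblasts ([…]), 500 cells/well in OPTI-MEM, 1% FBS, got compounds for 60 min, then NCS for 30 min at 37C. Lysates were then assayed for phospho-KAP-1 by AlphaLISA (anti-pKAP1 donor, anti-KAP1 acceptor beads), 6 hr at 25C.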
Integrin act MD: integrin-mediated muscular dystrophy alleviation activation; alpha7betagal myoblasts, beta-gal FDG fluorescence, 48 h; AID 624291; Potency, µM (top dose mostly 38.3 µM), inactives show at the top dose activation, usual class: activators; actives 0.064% (n = 350,000);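 note: potency is the fitted concentration of half-maximal effect; 100% = response of the positive control SU9516; nearly all actives have a fitted effect of over 60% in size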
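alpha7betagal+/- myoblasts (passage 13, 250/well) treated 48 h at 37C with compounds at 1:260 dilution of DMSO stock. Lysed, then beta-galactosidase activity read as FDG fluorescence (ex 480/em 540) after 30 min, with pre-read for autofluorescence.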
Eya2 phos inh: inhibitors of human Eya2 phosphatase activity; recombinant Eya2, OMFP fluorescence dephosphorylation (OMFP is methylfluorescein phosphate); Potency, µM (doses to about 76.9 µM), without a hit: at the highest dose activity, negative = inhibition, usual class: inhibitors; actives 0.006% (n = 330,000); AID 488837; note: potency is the fitted concentration of half-maximal effect; % is set by controls: 0 for no effect and ±100 for the full control effect
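Eya2 protein (added as 0.2 uM solution) was preincubated with compound for 10 min at ambient temperature in 50 mM HEPES pH 7.5, 50 mM NaCl, 5 uM MgCl2, 0.05% BSA, 1 mM DTT. OMFP (added at 50 uM) then reacted 10 min; fluorescence read at 485/525 nm.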
TCR activator: activates T cell receptor signaling. primary human leukocytes, anti-CD3, IL-2 HTRF, 48 h. Potency, µM (doses to about 9.22 µM), without a hit: at the top dose activation of IL-2 secretion, hits mostly activators. 330,000 tested, under 10 active. AID 504894; note: % of control where 0% means no effect
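Activity was scored as IL-2 release from primary human leukocytes given only a TCR signal (a-CD3 beads) plus compound for 48 hr. Detection used a two-antibody HTRF format read at 665nm.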
TSHR antag: blocks TSH signaling through the human TSH receptor; P16473; TSHR-expressing cells, TSH-stimulated cAMP HTRF, 2 h; hits give low values; activity change, negative = inhibition, % at 11.5 µM; actives 0.2% (n = 330,000); AID 504810;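 active = activity change below a set negative limit, meaning inhibition stronger than a set level, cut at about -70% in these data; inconclusive = activity change between two set negative limits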; note: % is set by controls: 0 for no effect and ±100 for the full control effect
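Inhibition of cAMP made by TSHR-expressing cells under TSH stimulation (4nM final, EC80; 2 h, 37 deg C) is quantified with a one-step lysis HTRF kit, anti-cAMP cryptate versus cAMP-d2.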
TSG101-PTAP inh: blocks PTAP/TSG101 interaction to inhibit HIV-1 budding | Q99816 | Fluorescence polarization, FITC-PTAP peptide / Tsg101 binding | Potency, µM (series often up to 115 µM), inactives show top-dose activity change, negative = inhibition, actives largely listed as inhibitors | 340,000 tested, under 10 active; active = well fitted inhibition curve with a large enough effect in the main read-out, with a control signal flat, not every such curve was filed as active; inconclusive = small, poorly fitted or top-dose-only effect, or effect the other way, or a change in a side signal; inactive = no such curve, though single readings can be large or run the other way; note: potency is the fitted concentration of half-maximal effect; % of control where 0% means no effect
Target sequence (Q99816 whole entry, looked up): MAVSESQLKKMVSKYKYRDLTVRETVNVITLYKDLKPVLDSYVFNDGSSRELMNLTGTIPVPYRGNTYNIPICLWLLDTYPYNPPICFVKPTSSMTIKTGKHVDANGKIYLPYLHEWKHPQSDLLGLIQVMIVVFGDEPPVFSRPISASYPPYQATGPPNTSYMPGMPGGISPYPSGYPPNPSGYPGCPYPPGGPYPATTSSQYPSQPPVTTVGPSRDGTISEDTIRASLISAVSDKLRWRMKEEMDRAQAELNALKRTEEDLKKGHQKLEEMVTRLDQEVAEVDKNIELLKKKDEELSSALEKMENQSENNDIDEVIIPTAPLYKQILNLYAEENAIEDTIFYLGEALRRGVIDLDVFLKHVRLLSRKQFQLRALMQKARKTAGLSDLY
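Fluorescence anisotropy tracks displacement of a FITC-tagged PTAP peptide (50 nM) from the Tsg101 binding domain (10 uM), following a 20 min room-temperature incubation at pH 7.5.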
Mito fusion yeast: mitochondrial division inhibition or fusion activation | AID 485298 | S. cerevisiae fusion-defective mutant growth rescue, CellTiterGlo 48 h | actives 0.23% (n = 320,000) | Potency, µM (titrated, usually from 46.1 µM), for inactives: top-dose growth rescue (activation), most hits filed as activators;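 note: potency is the fitted concentration of half-maximal effect; % of control where 0% means no effect; nearly all actives have a fitted effect of over 45% in size; temperature-sensitive fusion mutants such as fzo1-1 at 37 °C on non-fermentable ethanol glycerol medium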
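S. cerevisiae fusion-defective temperature-sensitive mutants (e.g. fzo1-1, mgm1-5) grown 48 h at 37C in YPEG (ethanol/glycerol non-fermentable) medium with 23 nl compound per well; growth rescue read as CellTiterGlo luminescence.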
ELG1 DNA repair: blocks ELG1-dependent DNA repair in HEK293T cells; HEK293T ELG1-luciferase reporter, luminescence, 16 h; DNA damage induced by 5-fluorouridine; Potency, µM (doses to about 46.1 µM), for inactives: top-dose activity change, negative = inhibition, hits mostly inhibitors; actives 2.3% (n = 330,000); AID 504467; note: potency is the fitted concentration of half-maximal effect; % is set by controls: 0 for no effect and ±100 for the full control effect; nearly all actives have a fitted effect of over 55% in size
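Cells (2,000 per well) received 5-fluorouridine plus test compound or DMSO and were incubated 16 hr at 37 °C, 5% CO2. Luciferase activity was read by luminescence 30 min after ONE-Glo addition; signal suppression marked inhibition of damage-induced ELG1 function.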
Active calls of the source: *; ? = inconclusive; . = no result given; [ ] = another dose, or the depositor's remark. Unless noted, calls come from the whole dose curve; as a rule, active = well fitted curve in the direction sought with a large enough effect; inconclusive = small, poorly fitted or top-dose-only effect, or another doubt; inactive = no such curve, though single readings can be large; an effect the other way counts as inactive or inconclusive.

SMILES	S-ASM inh	BCR signal inh	Tb PFK inh	AT treatment	Integrin act MD	Eya2 phos inh	TCR activator	TSHR antag	TSG101-PTAP inh	Mito fusion yeast	ELG1 DNA repair
CC1CCN(S(=O)(=O)c2ccc3c4c2CC(=O)N4CC(C)S3)CC1 (configuration not stated)	-2.0%	-6.8%	-1.3%	-4.1%	-32.2%[inhibitor]	2.6%	-5.0%	6.3	-4.5%	9.5%	8.3%
Cc1ccc(S(=O)(=O)Nc2cccc(C(=O)NCC(c3ccco3)N3CCCCC3)c2)cc1F (configuration not stated)	1.3%	2.1%	1.6%	-6.8%	-0.5%	-11.8%	-1.1%	0.9	-4.8%	-0.2%	-8.0%
CCc1ccc(OCC(=O)OC(C)C(=O)NC2CC2)cc1 (configuration not stated)	0.2%	2.1%	-2.2%	0.3%	-36.2%	-4.2%	-1.4%	1.8	0.1%	0.9%	8.3%
CCOC(=O)c1c(NC(=O)c2ccc(-n3cnnn3)cc2)sc2c1CCCC2	0.3%	-1.6%	9.8%	3.0%	22.7%	-6.3%	-5.8%[46.1 µM]	4.6	-1.3%	-0.1%	-15.8%
O=[N+]([O-])c1ccccc1Nc1cccnc1	-10.9%	-27.6%	4.2%	-2.9%	12.0%	-1.6%	1.4%	-3.6	-3.4%	-7.3%	12.6%
CN(C)/C=C1/Oc2c(ccc3ccccc23)C1=O	96.6%[activator]	18.9%	-0.6%	-3.1%	-5.1%	-2.2%	0.0%	-8.2	-3.8%	?	-8.9%
Cc1ccc(C(C)C)c(OCCSc2nc3ccccc3n2CC(=O)O)c1	8.3%	0.1%	-2.0%	-10.3%	0.5%	-6.4%	0.3%	-14.3	-4.8%	-5.1%	11.8%
Nc1nonc1-n1nnc(C(=O)N/N=C/c2ccccc2)c1CSc1ccc(Cl)cc1	-2.2%	-2.0%	-2.3%	0.4%	5.9%	-7.0%	1.3%[46.1 µM]	-4.0	-2.0%	-20.7%	-23.0%
Cc1nnsc1C(=O)N1CCC(CO)(Cc2ccccc2Cl)CC1	-0.7%	-4.2%	-2.7%	-13.9%	-21.0%	14.5%	4.5%	-3.8	2.0%	-2.4%	-28.5%
O=C(NCc1ccccn1)C1CCC(=O)N(Cc2ccc(Cl)cc2)C1 (configuration not stated)	2.0%	6.6%	0.6%	-4.6%	6.1%	-2.2%	0.2%	14.9	-7.7%	1.9%	5.4%
O=C(COC(=O)CNC(=O)c1ccccc1Cl)Nc1ncc(C(F)(F)F)cc1Cl	3.9%	-0.7%	-5.8%	-0.1%	-9.3%	-3.8%	3.5%[46.1 µM]	-12.8	1.5%	-3.3%	4.3%
CC1(C)C(=O)N(c2ccccc2)C1c1ccccc1O (configuration not stated)	-1.7%	?	-0.1%	-5.4%	-15.0%	8.3%	-0.7%	-10.0	-1.2%	-2.4%	?
COc1cc(C(=O)N=c2sccn2C)c([N+](=O)[O-])cc1OC	2.7%	6.8%	-1.9%	14.3%	-32.7%	3.3%	3.6%	16.6	-4.3%	-0.1%	1.2%
CCN(CC)C(=O)CCCC(=O)N(CC)CC	9.5%	0.1%	0.6%	-0.4%	5.1%	2.6%	-3.4%	6.4	-0.5%	1.4%	5.2%
COCCNC(=O)C(C(=O)c1ccc(F)cc1)n1cc(C)ccc1=O (configuration not stated)	-0.2%	8.4%	-3.4%	0.6%	9.0%	9.1%	-1.8%	-9.5	-5.8%	0.2%	-5.8%
O=[N+]([O-])c1cc(/C=N/O)ccc1SCc1ccccc1Cl	-18.8%	-20.9%	0.6%	5.3%	-23.7%	-1.5%	-3.3%	-22.9	-1.9%	6.8%	18.8%
COC(=O)[C@H]1[C@H]2C[C@@H]3c4[nH]c5cc(OC)ccc5c4CCN3C[C@H]2C[C@@H](OC(=O)c2ccc(N)cc2)[C@@H]1OC	27.5%	5.1%	2.6%	0.0%	-34.7%	1.5%	5.0%	-6.3	2.9%	-5.6%	17.8%
COc1ccc(OCC(=O)N2CCN(S(=O)(=O)c3ccccc3[N+](=O)[O-])CC2)cc1	-0.5%	-0.6%	6.0%	-1.9%	-32.8%	-5.7%	-7.9%	0.0	-4.3%	-6.2%	?
Oc1ccccc1/C=N/n1c(COc2ccccc2)n[nH]c1=S	17.5%	?	-17.5%	-14.3%	?	-3.3%	3.4%	18.9	1.8%	-6.6%	7.3%
COc1ccc2cc(-c3cccnc3)ncc2c1	1.5%	?	0.0%	0.0%	10.6%	-26.1%	-4.4%	-8.6	.	-4.3%	?
COC(=O)C(=C/C=C/c1ccco1)C(=O)OC	-4.4%	-7.0%	-4.7%	-6.8%	-14.1%	6.8%	3.2%	-2.4	-5.0%	-0.9%	?
O=C(NNC(=O)C1CC1c1ccccc1)c1ccccc1[N+](=O)[O-] (configuration not stated)	2.3%	-14.2%	1.1%	7.8%	8.7%	-0.8%	-11.3%[46.1 µM]	11.3	-2.3%	-4.4%	3.0%
CCOC(=O)C1CCN(C2=C(NS(=O)(=O)c3ccc(Br)cc3)C(=O)c3ccccc3C2=O)CC1	-7.1%	10.2%	-3.7%	-5.5%	3.6%	-3.0%	-7.6%	6.0	-9.0%	25.7%	-3.4%
COc1ccc(C)cc1-n1nnnc1SCc1nc2ccccc2s1	4.0%	?	-1.5%	8.8%	-5.1%	4.6%	-23.2%	-20.7	0.2%	-1.7%	?
CSc1cccc(NC(=O)CCc2ccccc2)c1	-0.2%	?	-3.7%	-4.0%	6.8%	-1.3%	-5.6%	-10.9	2.1%	-1.3%	23.1%
COc1nc(-c2ccccc2)ccc1-c1noc(-c2ccc(F)cc2)n1	.	4.0%	-0.1%	1.3%	.	14.1%	.	9.9	.	-0.3%	4.8%
Cn1c(C(=O)O)c(CC(=O)NCc2cccnc2)c2ccccc21	1.6%	.	2.1%	9.1%	-17.5%	15.8%	0.2%	-6.4	0.0%	1.1%	13.4%
O=C(COc1ccc2c3c(c(=O)oc2c1)CCCC3)NC(Cc1ccc(Cl)cc1)C(=O)O (configuration not stated)	-3.3%	5.7%	-2.4%	6.6%	28.6%	20.8%	-1.7%	6.0	-1.8%	-1.1%	?
Cc1ccc(C(=O)C(C)OC(=O)c2ccc(Cl)nc2)cc1 (configuration not stated)	2.6%	9.8%	4.2%	2.7%	2.4%	-6.3%	5.9%	-5.7	-6.3%	9.8%	-1.2%
Cc1ccc2c(cnn2C(=O)CCC(=O)NCc2ccccc2Cl)c1	-3.0%	.	-3.0%	-9.5%	-6.9%	8.9%	-0.8%	4.1	-7.9%	-2.6%	15.1%
Cc1ccc(-c2nc3ncccc3o2)cc1NC(=O)c1cccnc1	6.9%	?	-0.3%	-0.5%	-2.8%	1.6%	17.4%	-26.9	-7.7%	9.4%	-17.0%
COc1cccc(OC)c1C(=O)NNC(=O)c1cccnc1	0.1%	5.1%	-5.0%	-3.8%	-2.7%	2.8%	-12.2%	3.5	1.0%	2.0%	-3.9%
CC(NC(=O)CN1CCN(C(=O)c2cccs2)CC1)c1ccc(F)cc1F (configuration not stated)	0.4%	-1.3%	0.0%	-2.8%	9.9%	-1.9%	-5.6%	-2.5	-3.3%	.	0.7%
O=C1CC(Nc2ccc3ccccc3c2)C(=O)N1Cc1ccccc1 (configuration not stated)	-4.8%	-10.6%	-5.6%	5.6%	11.6%	12.0%	.	-5.1	-4.4%	1.8%	15.5%

Assay outcomes from PubChem.
